Source: PubChem BioAssay
GLP1R inv ag = acts as inverse agonist at human GLP-1 receptor; HEK293 GLP-1R CRE-luciferase, luminescence, 24 h; GLP-1R form is constitutively active; Potency, µM (highest dose often 38.3 µM), inactives show at the highest dose activity change, negative = inhibition, hits mostly inhibitors; actives 1.6% (n = 410,000); AID 624417; note: potency is the fitted concentration of half-maximal effect; % is set by controls: 0 for no effect and ±100 for the full control effect; nearly all actives have a fitted effect of over 55% in size
Target sequence (P43220 whole entry, looked up): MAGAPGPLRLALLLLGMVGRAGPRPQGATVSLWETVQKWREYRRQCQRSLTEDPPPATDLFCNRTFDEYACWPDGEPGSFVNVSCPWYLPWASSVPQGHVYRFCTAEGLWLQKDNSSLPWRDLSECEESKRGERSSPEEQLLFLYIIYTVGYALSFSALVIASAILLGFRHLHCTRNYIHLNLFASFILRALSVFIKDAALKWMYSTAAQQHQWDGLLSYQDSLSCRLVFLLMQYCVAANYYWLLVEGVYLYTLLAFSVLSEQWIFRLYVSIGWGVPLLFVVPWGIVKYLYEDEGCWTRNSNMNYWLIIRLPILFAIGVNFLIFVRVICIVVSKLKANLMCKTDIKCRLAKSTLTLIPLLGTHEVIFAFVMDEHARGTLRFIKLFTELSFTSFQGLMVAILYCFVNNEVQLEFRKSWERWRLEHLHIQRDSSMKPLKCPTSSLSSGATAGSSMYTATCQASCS
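Cells are plated, allowed 12 hours at 37 deg C, then treated with compounds for 24 hr before luciferase detection reagent is added and luminescence is read after 12 min at room temperature. The HEK293 line carries constitutively active GLP-1R with a cAMP-responsive reporter.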
GLP1R cytotox = cytotoxicity in counter-screen for GLP-1R inverse agonists; actives 0.13% (n = 410,000); Potency, µM (highest dose often 38.3 µM), for inactives: top-dose activity change, negative = inhibition, most hits filed as inhibitors; HEK293 cAMP-luciferase reporter cells, luminescence, 24 h; AID 624418;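 note: loss of luciferase light is scored as toxicity; potency is the fitted concentration of half-maximal effect; % is set by controls: 0 for no effect and ±100 for the full control effect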
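MLSMR compounds, 24 hr on cells at 37 deg C/5% CO2; luminescence after luciferase reagent (12 min RT). Inhibition counted as the undesired cytotoxic outcome.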
DRD3 agonist = agonists of human D3 dopamine receptor. P35462. D3R DiscoveRx beta-arrestin cells, luminescence, 90 min. max activation, %. AID 652048. actives 0.58% (n = 410,000); in the data active = max activation above about 30%; note: 0% is about no effect; mostly tested at two doses, the higher about 12 µM
Target sequence (P35462 whole entry, looked up): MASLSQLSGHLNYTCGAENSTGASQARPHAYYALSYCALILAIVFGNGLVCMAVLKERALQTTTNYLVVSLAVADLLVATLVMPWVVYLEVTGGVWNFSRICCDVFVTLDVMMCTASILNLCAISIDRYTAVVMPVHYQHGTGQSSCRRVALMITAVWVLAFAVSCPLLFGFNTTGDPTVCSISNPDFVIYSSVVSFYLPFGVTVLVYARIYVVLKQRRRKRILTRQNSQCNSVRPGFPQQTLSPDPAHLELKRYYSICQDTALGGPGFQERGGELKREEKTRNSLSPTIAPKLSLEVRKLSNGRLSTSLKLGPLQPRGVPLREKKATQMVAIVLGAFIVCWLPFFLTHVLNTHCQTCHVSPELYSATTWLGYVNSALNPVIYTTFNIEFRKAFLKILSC
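Agonist mode: compounds and dopamine controls were applied to plated cells for 90 min at 37 degrees C after an overnight attachment at 1500 cells/well. Luminescent read-out followed 30 - 60 minutes at room temperature with DiscoveRx detection reagent.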
Starred values were filed as active, the others as inactive; ? = inconclusive; [ ] = another dose, or the depositor's remark. Unless noted, calls come from the whole dose curve; as a rule, active = well fitted curve in the direction sought with a large enough effect; inconclusive = small, poorly fitted or top-dose-only effect, or another doubt; inactive = no such curve, though single readings can be large; an effect the other way counts as inactive or inconclusive.

SMILES	GLP1R inv ag	GLP1R cytotox	DRD3 agonist
CCOCN(C(=O)Cn1cnc2cc(C)c(C)cc21)c1c(C)cccc1CC	?	-29.5%	4.4
COc1ccc(-c2noc(-c3nnn(-c4ccc(C)cc4C)c3C)n2)cc1	13.6%	-15.2%	-21.1
CC(C)(C)OC(=O)N1CCC(c2c(C(=O)Nc3ccc4c(c3)OCCO4)cnn2-c2ccc(F)cc2)CC1	?	-18.8%	1.6
CCc1ccccc1NC(=O)CN1C(=O)c2cccnc2Sc2ccccc21	9.3%	0.9%	-2.6
COc1cccc(CN2C(=O)c3ccccc3C2C(=O)NCCc2ccccc2)c1 (configuration not stated)	-5.7%	-9.5%	-1.9
O=C(NCC1CCN(Cc2ccc(F)cc2)CC1)c1cc2ccc3cccnc3c2[nH]1	?	0.6%	-19.7
COc1ccc(N2CC(NC(=O)c3ccc4c(c3)OCO4)CC2=O)cc1 (configuration not stated)	17.0%	-9.0%	-5.4
Cc1cc(C)cc(NC(=O)CN2C(=O)c3ccccc3Sc3ccc(C(=O)N4CCCC4)cc32)c1	?	-1.2%	4.5
CCOC(=O)c1c(C)[nH]c(C)c1S(=O)(=O)N1CCC(C(=O)NCc2ccc(F)cc2)CC1	-10.1%	6.1%	6.9
CN(C)c1ncc(C(=O)NCc2ccc(Cl)cc2)cn1	-26.3%	-14.4%	-0.9
Cc1ccc(NC(=O)CN2CCN(c3ccccc3F)CC2)cc1F	-11.2%	-6.7%	-13.7
Cc1ccc(-c2ccc(CCC(=O)O)n2-c2ccc(C(N)=O)cc2)cc1	1.4%	3.0%	7.0
O=C(NCC(c1cccs1)S(=O)(=O)c1ccccc1)c1ccc(C(F)(F)F)cc1 (configuration not stated)	-32.8%	3.3%	-13.5
COc1cc(OC)cc(C(=O)Nc2ccc(-c3nc4cc(C(C)C)ccc4o3)cc2)c1	?	-1.2%	5.4
CCCCC(=O)OCc1cc(=O)n2nc(C3CC3)sc2n1	-4.3%	0.2%	-5.1

In the list so far, these have an aryl methoxy group.
SMILES	GLP1R inv ag	GLP1R cytotox	DRD3 agonist
COc1ccc(-c2noc(-c3nnn(-c4ccc(C)cc4C)c3C)n2)cc1	13.6%	-15.2%	-21.1
COc1cccc(CN2C(=O)c3ccccc3C2C(=O)NCCc2ccccc2)c1 (configuration not stated)	-5.7%	-9.5%	-1.9
COc1ccc(N2CC(NC(=O)c3ccc4c(c3)OCO4)CC2=O)cc1 (configuration not stated)	17.0%	-9.0%	-5.4
COc1cc(OC)cc(C(=O)Nc2ccc(-c3nc4cc(C(C)C)ccc4o3)cc2)c1	?	-1.2%	5.4

Continued:
SMILES	GLP1R inv ag	GLP1R cytotox	DRD3 agonist
CCOc1ccccc1NC(=O)Cn1c(=O)n(-c2ccc(C)cc2)c(=O)c2c1cnn2C	-9.8%	-10.0%	-2.0
CCOc1ccc(C(=O)c2cn(Cc3ccc(Cl)cc3)c3cc(OC)c(OC)cc3c2=O)cc1	-9.9%	-17.4%	-10.1
Cn1c(COc2ccccc2C(C)(C)C)nc2ccccc21	?	1.7%	-2.4
COc1ccc(-c2nn(CC(=O)Nc3ccccc3F)c3c2cnc2ccc(F)cc23)cc1	7.1%	-9.6%	2.8
CCOC(=O)c1nnn(CC(=O)Nc2cc(C)cc(C)c2)c1C(=O)OCC	-1.0%	-15.3%	-0.6
CC(=O)c1ccc(N2CCN(C(=O)c3cc4cc5cc(C)ccc5nc4s3)CC2)cc1	-12.0%	-12.1%	2.0
CCc1cccc(NC(=O)c2c(C)oc3ncnc(N4CCCCC4)c23)c1	?	-11.6%	-4.0
Cc1ccc(-c2nc(N3CCN(c4ccccc4Cl)CC3)c3ccccc3n2)cc1	1.7%	1.3%	0.7
CC1CCCN(C(=O)Cn2c(=O)n(CC3CCC(C(=O)NC(C)C)CC3)c(=O)c3sccc32)C1 (configuration not stated)	8.3%	-3.1%	4.8
CCOc1ccccc1CNC(=O)CCn1cccn1	5.4%	0.2%	6.7
COc1cc(C(=O)N2CCN(C(=O)COc3cccc(C)c3)CC2)cc(OC)c1OC	-3.0%	-5.1%	-21.4
COc1ccc(OCc2ccc(-c3nc(C#N)c(NCc4ccccc4)o3)o2)cc1	?	0.1%	1.7
CC(C)(C)c1ccc(Cn2c(Cc3ccccc3)nc3ccccc32)cc1	?	?	-25.5
Cc1ccc(-n2c(=O)c3ccc(C(=O)NCc4ccco4)cc3n(Cc3ccc(Cl)cc3)c2=O)cc1	?	?	9.5
CCCN(CCC)c1nc(-c2ccccc2F)nc2ccccc12	0.5%	2.9%	5.2
O=C(NCc1ccccc1Cl)c1ccc(CS(=O)(=O)c2ccc(Br)cc2)o1	10µM*	4.8%	-19.9
COc1ccc(C2=C(C)C(=O)N(Cc3ccc(C(=O)NC(C)c4ccccc4)cc3)S2(=O)=O)cc1 (configuration not stated)	10.8%	5.4%	-18.8
O=C(Nc1cc2c(cc1C(=O)c1ccccc1)OCCO2)c1ccc(Br)cc1	5.4%	-7.7%	-15.6
Oc1c(C(c2ccccc2F)N2CCC3(CC2)OCCO3)sc2nc(-c3ccco3)nn12 (configuration not stated)	-12.5%	-4.5%	0.9
Cc1cc(C)cc(NC(=O)[C@H]2O[C@@H]3OC(C)(C)O[C@@H]3[C@H]3OC(C)(C)O[C@H]32)c1	0.6%	-4.3%	-3.8
Cc1ccc(CSc2nncn3c2cc2sccc23)cc1	0.2%	-3.1%	-1.0
Cc1cc(C)c(S(=O)(=O)Nc2cc(Cl)c3oc4c(c3c2)C(=O)CCC4)cc1C	2.0%	12.4%	-19.9
Cc1ccc(C(=O)Nc2ccc3c(c2)N(C)C(=O)c2ccccc2S3)cc1F	1.78µM*	?	-14.9
COc1ccc(C2=C(Nc3ccc(C)c(C)c3)c3ccccc3C2=O)cc1	-13.3%	3.3%	4.0
CCc1nnc2c3ccccc3nc(Nc3ccc(F)c(Cl)c3)n12	19.4%	0.0%	5.1
COc1ccc(-c2cc(C(=O)Oc3ccc(Cl)cc3)c3ccccc3n2)cc1	7.3%	-2.2%	-15.7
COc1ccc(C)cc1NC(=O)NCCn1nnc2cc(S(=O)(=O)N(C)C)ccc21	-2.0%	2.6%	5.1
Cc1ccc(-c2nnc(Nc3ccc(Br)cc3)c3ccccc23)cc1S(=O)(=O)N1CCCCC1	4.2%	9.4%	5.8
COc1cc(NC(=O)N2c3ccccc3Sc3ccccc32)cc(OC)c1	-1.7%	10.5%	-5.4
Cc1ccc(C)c(N2CCN(Cc3nnc(-c4ccccc4)o3)CC2)c1	?	-6.2%	-22.5
CN(C)c1ccc(-n2c(CCC(=O)O)ccc2-c2ccccc2)cc1	-3.8%	1.5%	5.5
COc1ccc(OC)c(NC(=O)c2cc3c(n(-c4ccc(Cl)cc4)c2=O)CC(C)(C)CC3=O)c1	0.9%	-1.3%	6.9
N=c1n(CCO)c2ccccc2n1Cc1ccccc1F	-6.8%	-16.5%	-11.4
CCN(CC)C(=O)CSc1nc2cc3c(cc2c(=O)n1Cc1ccc(C(=O)NCCc2ccc(OC)c(OC)c2)cc1)OCO3	6.5%	-0.7%	5.1
COc1ccc(-c2nc3n(n2)C(=O)CC(c2ccc(Cl)cc2)S3)cc1 (configuration not stated)	2.6%	5.6%	-4.5
O=C(Nc1sc2c(c1C(=O)NCc1ccccc1)CCCC2)c1cc(=O)c2cc(Cl)ccc2o1	7.0%	21.4%	4.1
COC(=O)c1cc2c(cc1NC(=O)c1c(C)nn(-c3ccc(C)cc3)c1-n1cccc1)OCO2	3.3%	-5.6%	-6.2
Cc1ccc(NC(=O)Cn2c(=O)n(Cc3nc(C)no3)c(=O)c3cc4c(cc32)OCO4)c(C)c1	3.1%	2.8%	4.8
Cc1cccc(OCC(=O)Nc2ccc(Cl)c(-c3nc4ccccc4[nH]3)c2)c1	?	?	7.6
CCN(CC)C(=O)C1=CC(c2ccc3c(c2)OCO3)=NS(=O)(=O)N1C	2.5%	2.9%	4.2
COc1ccccc1CNC(=O)c1ccc(N2CCCC2)c(NC(=O)NCCC(C)C)c1	10.5%	3.7%	-8.3
Cn1c(=O)[nH]c(=O)c2c1nc1n(CCO)c(-c3ccccc3)cn21	1.4%	-14.3%	9.1
Cc1c(NC(=O)C(C)(C)Oc2ccc(Cl)cc2)cccc1-c1nc2ccccc2o1	11.2µM*	21.6%	20.6
Cc1ccc(CNC(=O)CN(C)S(=O)(=O)c2ccc(Br)s2)cc1	-19.0%	1.5%	-14.0
COc1ccc(OC)c(Nc2sc(C(=O)c3ccccc3)c(N)c2S(=O)(=O)c2ccccc2)c1	8.0%	59.7%[activator]	3.6

Part of the list above, field by field.
Structure: COC(=O)c1cc2c(cc1NC(=O)c1c(C)nn(-c3ccc(C)cc3)c1-n1cccc1)OCO2
  GLP1R inv ag = 3.3%; GLP1R cytotox = -5.6%; DRD3 agonist = -6.2

Structure: Cc1ccc(NC(=O)Cn2c(=O)n(Cc3nc(C)no3)c(=O)c3cc4c(cc32)OCO4)c(C)c1
  GLP1R inv ag = 3.1%; GLP1R cytotox = 2.8%; DRD3 agonist = 4.8

Structure: Cc1cccc(OCC(=O)Nc2ccc(Cl)c(-c3nc4ccccc4[nH]3)c2)c1
  GLP1R inv ag = ?; GLP1R cytotox = ?; DRD3 agonist = 7.6

Structure: CCN(CC)C(=O)C1=CC(c2ccc3c(c2)OCO3)=NS(=O)(=O)N1C
  GLP1R inv ag = 2.5%; GLP1R cytotox = 2.9%; DRD3 agonist = 4.2

Additional entries follow.
SMILES	GLP1R inv ag	GLP1R cytotox	DRD3 agonist
Cc1oc(-c2ccccc2)nc1Cn1c(SCc2cccc(C(F)(F)F)c2)nc2cccnc21	-2.5%	-2.4%	8.7
CCc1ccccc1NC(=O)Nc1cc(C(=O)NCc2ccc(C(C)C)cc2)ccc1N1CCCC1	2.0%	4.2%	-7.7
CCn1cc(C(=O)NCc2ccc(F)cc2)c(=O)c2cc(S(=O)(=O)N(C)C)ccc21	4.6%	-0.5%	-12.8
Cc1ccc(CN2CCC(CNC(=O)c3cc4ccc5cccnc5c4[nH]3)CC2)cc1	?	?	-19.1
Cc1cccc(CNC(=O)c2ccc(-c3nc(CS(=O)(=O)c4ccccc4)c(C)o3)cc2)c1	-7.4%	-9.8%	-25.6
Cc1cccc(CC2C(=O)Nc3ccccc32)c1 (configuration not stated)	18.5%	-26.3%	-0.3
CCOC(=O)c1cc(-c2ccc(OC)cc2)n(CCC(=O)NCCc2ccccc2)c1C	?	1.6%	-12.5
CCOCCCNc1nc2ccccc2n2c(CC)nnc12	18.8%	2.7%	-8.6
COc1ccccc1/C=C/c1nc(C#N)c(NCCc2ccccc2)o1	11.4%	71.3%[activator]	9.6
COc1ccc(-c2nc3sc(CCNC(=O)C(=O)Nc4cc(F)ccc4F)c(C)n3n2)cc1	9.6%	0.7%	7.7
CCC(=O)N1CCc2cc(Br)cc(S(=O)(=O)NCCc3ccc(C)cc3)c21	1.9%	-1.3%	-26.6
COc1cc(NC(=O)c2cc(-c3ccc(Cl)c(Cl)c3)on2)cc(OC)c1OC	0.4%	-1.1%	7.0
COC(=O)COc1ccc(C2C(C(=O)OC)=C(C)NC3=C2C(=O)c2ccccc23)cc1OC (configuration not stated)	22.1%	-6.2%	-12.6
COC(=O)c1ccc(NC(=O)N2CCN(Cc3cc(=O)n4nc(-c5ccc(C)cc5)sc4n3)CC2)cc1	7.6%	2.1%	0.3
CCn1c2ccccc2c2nnc(N3CCN(c4cc(C)ccc4C)CC3)nc21	-9.8%	-0.8%	5.3
COc1ccc(C(=O)N2CCC(c3c[nH]c4ccccc34)(c3c[nH]c4ccccc34)CC2)cc1	?	6.4%	3.1
CCOC(=O)c1[nH]c(C)c(CCC(=O)Nc2cccc(SC)c2)c1C	?	9.1%	-15.6
Cc1c(C(=O)N2CCC(C)CC2)c(S(=O)(=O)N(Cc2ccccc2)C(C)(C)C)c(C)n1C	-15.9%	-13.3%	2.7
O=S(=O)(Nc1cccc(-c2ccc(N3CCCC3)nn2)c1)c1cc(F)ccc1F	-14.8%	-7.0%	3.6

This is a subset; rates above refer to the full screens.
